Screens from PubChem BioAssay.
Pyk2 oligo antag: antagonists of Pyk2 self-association, primary screen, Q293 cells, FERM NanoBiT luminescence, HTS. Protein-tyrosine kinase 2-beta (Homo sapiens), Q14289. AID 1347419, 2020. active compounds read low. z-score (the deposit names both 25 µM and 10 µM). actives 0.83% (n = 99,000);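 active = Z-score of -3 or lower, scaled per plate to the spread of control and sample wells; inactive = z-score above -3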;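 note: negative z-score means lost luminescence so less FERM oligomerization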
Target sequence (Q14289 whole entry, looked up): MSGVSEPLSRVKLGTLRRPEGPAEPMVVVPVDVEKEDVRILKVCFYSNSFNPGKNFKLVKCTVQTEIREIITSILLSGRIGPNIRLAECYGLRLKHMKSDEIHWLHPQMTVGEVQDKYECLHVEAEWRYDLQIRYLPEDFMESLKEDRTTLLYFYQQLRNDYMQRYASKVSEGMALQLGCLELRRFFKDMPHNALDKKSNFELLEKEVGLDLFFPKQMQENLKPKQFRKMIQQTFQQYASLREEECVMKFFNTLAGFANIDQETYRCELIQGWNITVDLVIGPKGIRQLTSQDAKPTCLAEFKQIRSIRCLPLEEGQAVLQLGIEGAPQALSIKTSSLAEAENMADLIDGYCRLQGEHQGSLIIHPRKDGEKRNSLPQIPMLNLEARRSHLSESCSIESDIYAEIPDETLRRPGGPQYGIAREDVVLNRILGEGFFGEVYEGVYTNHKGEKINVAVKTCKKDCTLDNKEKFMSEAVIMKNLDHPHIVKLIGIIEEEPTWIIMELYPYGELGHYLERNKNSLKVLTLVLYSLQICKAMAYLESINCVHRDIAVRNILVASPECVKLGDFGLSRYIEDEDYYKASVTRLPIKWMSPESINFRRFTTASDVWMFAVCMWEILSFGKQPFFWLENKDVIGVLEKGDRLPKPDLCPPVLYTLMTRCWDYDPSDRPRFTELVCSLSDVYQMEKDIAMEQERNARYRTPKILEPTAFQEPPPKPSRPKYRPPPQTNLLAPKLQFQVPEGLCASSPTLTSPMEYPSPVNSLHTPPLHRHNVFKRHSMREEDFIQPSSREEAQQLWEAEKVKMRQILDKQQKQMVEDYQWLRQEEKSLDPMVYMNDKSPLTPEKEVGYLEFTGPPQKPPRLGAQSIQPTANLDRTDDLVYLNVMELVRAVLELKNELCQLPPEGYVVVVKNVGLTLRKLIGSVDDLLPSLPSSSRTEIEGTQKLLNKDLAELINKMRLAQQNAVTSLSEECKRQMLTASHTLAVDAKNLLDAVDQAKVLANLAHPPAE
Starred values were filed as active, the others as inactive. These rows are one share of the data; the hit share may differ from the screen's.

SMILES	Pyk2 oligo antag
COC(=O)c1ccccc1NC(=O)Cn1cnc2ccc(S(=O)(=O)N3CCC(C)CC3)cc2c1=O	0.6
COc1ccc(NC(=O)c2ccc3c(c2)C(=O)N(Cc2cccnc2)C3=O)c(OC)c1	-0.54
COc1cc(OC)cc(C(=O)N[C@H](C(=O)OCc2cc(=O)oc3cc(C)ccc23)C(C)C)c1	-1.1
Cc1cccc(-[n+]2c(C)cc(C)c3c(=O)[nH]c(=O)[nH]c32)c1	0.02
COCCCNCCCOc1ccc(C)cc1Br	0.57
CCCOC1OC(=O)c2c1ccc(OC)c2OC (stereo unspecified)	1.3
Cc1ccc(Cn2c(=N)n(CC(=O)c3ccc([N+](=O)[O-])cc3)c3ccccc32)cc1	-0.64
Cc1ccccc1NC(=O)CSc1nc2ccccc2c2nc(CCn3cncc3C)nn12	0.07
COc1ccc(NC(=O)c2ccc3ccccc3n2)cc1S(=O)(=O)Nc1ccccc1Cl	-0.55
Cc1ccc(OCC(=O)NC(=S)Nc2cccc(NC(=O)c3ccccc3)c2)cc1	0.32
CC(C)N(C(=S)Nc1cc(S(=O)(=O)N2CCOCC2)ccc1Cl)c1ccccc1	-0.09
C/C(=N\NC(=O)CSCc1ccc([N+](=O)[O-])cc1)c1ccccc1O	0.36
CC#CCC(CC#CC)c1nc2ccccc2c(=O)n1N	0.21
S=c1[nH]nc(-c2ccc3ccccc3n2)n1-c1ccc(Cl)cc1	0.86
N#Cc1ccc(OCC(=O)Nc2ccccc2NS(=O)(=O)c2cccs2)cc1	-1.1
CCCOc1ccc(N2C(=O)CC(N(CCc3ccc(OC)c(OC)c3)C(=S)Nc3ccccc3)C2=O)cc1 (stereo unspecified)	-0.35
O=C(NNC(=O)C1CCN(S(=O)(=O)c2ccc(Cl)cc2)CC1)c1ccccc1	0.1
CCOc1ccc(-c2nc(CSCC(=O)NCCN3CCOCC3)c(C)o2)cc1	-0.22
Cc1ccc(NC(=O)/C(=C/c2ccncc2)NC(=O)c2ccccc2)cc1	0.4
COc1ccc(/C=N/NC(=O)c2ccco2)cc1Cn1nc(C)cc1C	0.5
CCCCCCCCCCCCOC1OC(CO)C(O)C(O)C1NC(C)=O (stereo unspecified)	0.39
O=C(CCc1ccccc1)N1CCN(c2ccccn2)CC1	-0.81
CC(C)CNC(=O)c1cccc(NC(=O)Cc2ccc(Br)cc2)c1	-0.05
O=C(Oc1cc(=O)n2ccccc2n1)c1ccccc1	-0.04
O=C(O)CCn1cc(/C=C/C(=O)c2ccc(Cl)cc2)c(-c2ccc(Br)cc2)n1	-1.3

Remaining list, next part
SMILES	Pyk2 oligo antag
O=C(NC1(C(F)(F)F)NC(=O)N(c2ccc(F)cc2)C1=O)c1ccncc1 (stereo unspecified)	0.53
COc1ccccc1NC(=O)C1=C(C)Nc2nc3ccccc3n2C1c1cccs1 (stereo unspecified)	-0.65
CCCNC(=O)COc1nc2ccccc2nc1N1CCOCC1	2.4
Brc1cc(Br)c2nc(-c3ccc(N4CCOCC4)cc3)ccc2c1	0.24
C/C(=N\NC(=O)c1cc(-c2cccnc2)nc2ccccc12)c1ccc(O)cc1O	-0.54
O=C(O)CN1CCN(Cc2ccc(Cl)cc2)C1=O	0.1
COc1ccc(C(=O)NC2CC(C)(C)Cc3occc32)cc1 (stereo unspecified)	-0.35
O=C(Cn1cc(C(F)(F)F)cc(Cl)c1=O)NCCc1ccccc1	0.84
CCCCNC(=O)CCn1c(=O)c2ccccc2n(Cc2cc(C)ccc2C)c1=O	1
Cc1ccc(-n2nc(C(=O)NCc3ccco3)c3c4ccccc4n(C)c3c2=O)cc1	-0.76
Cc1ccc(C(=O)N2CCN(c3ncccn3)CC2)cc1S(=O)(=O)N1CCCCC1	-0.25
CCN(CC)c1nc2c3c(nc4c(c3c1C#N)CC(=O)N4c1ccc(Cl)cc1)NC(C)=N2	-2.2
C/C=C/C=N/NC(=O)CN(c1ccc(Br)cc1)S(=O)(=O)c1ccccc1	-0.26
COc1ccc(Cn2cnc3c([N+](=O)[O-])c(C)c(C)cc32)cc1	-0.47
Cc1ccccc1NC(=O)CSc1ccsc1[N+](=O)[O-]	-0.16
C=CCn1c(SCc2ccc(Cl)cc2)nc2cc(C(=O)N3CCC(C(N)=O)CC3)ccc2c1=O	-0.01
CC(=O)c1c(O)cc2n(c1=O)-c1ccc(Cl)cc1C2(C)C	-0.76
CCc1ccc2c(c1)cc(CN(C(=S)Nc1ccc(Cl)cc1)C1CC1)c1nnnn12	0.06
COc1ccc(S(=O)(=O)N2CCCCCC2)cc1NC(=O)c1c2c(nc3ccccc13)CCN(Cc1ccccc1)C2	-1.4
Nc1nc(Nc2ccccc2)nc(NCc2ccco2)c1[N+](=O)[O-]	-1.6
O=C(NN1CCCCC1)c1cccc(COc2ccc(Cl)cc2)c1	0.19
Cc1nc2ccccc2cc1C(=O)N/N=C/c1ccco1	0.71
COc1ccc(C(C(=O)NC2CCCC2)N(Cc2ccccc2)C(=O)c2nsc(Cl)c2Cl)cc1 (stereo unspecified)	-1.6
Cc1nn(-c2ccccc2)c2sc(-c3n[nH]c(=S)o3)cc12	-0.3
Cc1cc(S(=O)(=O)n2cnc3cc([N+](=O)[O-])ccc32)ccc1Cl	0.45

A few values from the list:
Nc1nc(Nc2ccccc2)nc(NCc2ccco2)c1[N+](=O)[O-] in Pyk2 oligo antag is listed with -1.6
C/C(=N\NC(=O)c1cc(-c2cccnc2)nc2ccccc12)c1ccc(O)cc1O in Pyk2 oligo antag is listed with -0.54
CC(=O)c1c(O)cc2n(c1=O)-c1ccc(Cl)cc1C2(C)C in Pyk2 oligo antag is listed with -0.76
COc1ccc(C(=O)NC2CC(C)(C)Cc3occc32)cc1 (stereo unspecified) in Pyk2 oligo antag is listed with -0.35
COc1ccc(S(=O)(=O)N2CCCCCC2)cc1NC(=O)c1c2c(nc3ccccc13)CCN(Cc1ccccc1)C2 in Pyk2 oligo antag is listed with -1.4
O=C(Cn1cc(C(F)(F)F)cc(Cl)c1=O)NCCc1ccccc1 in Pyk2 oligo antag is listed with 0.84
O=C(NN1CCCCC1)c1cccc(COc2ccc(Cl)cc2)c1 in Pyk2 oligo antag is listed with 0.19

(further entries)
SMILES	Pyk2 oligo antag
COc1ccccc1C1C(C(=O)c2sc(C)nc2C)=C(O)C(=O)N1CCN1CCOCC1 (stereo unspecified)	1.4
Cc1cccc(S(=O)(=O)c2c(N)n(-c3ccccc3)c3nc4ccccc4nc23)c1	0.9
CC(C)(C)c1ccc(C(=O)c2c[nH]c(C(=O)NCc3cccnc3)c2)cc1	-2.1
Cc1nc(N/C(N)=N/S(=O)(=O)c2ccc([N+](=O)[O-])cc2)nc2ccccc12	1.4
COc1ccc(Cn2c(O)c(C=Nc3ccc(C)cc3)c3ccccc3c2=O)cc1	-0.48
COC(=O)c1c(NC(=O)COC(=O)Cn2cnc3ccccc32)sc2c1CCCC2	0.23
CCn1c(/C=C/Nc2ccccc2)[n+](CC)c2ccc(C(=O)OCC(F)(F)F)cc21	1.4
CC(=O)N1CCc2cc(S(=O)(=O)NC(C(=O)NC3CCCc4ccccc43)C(C)C)ccc21 (stereo unspecified)	1.1
COc1ccc(-c2cc(-c3nnc(COC(=O)C4CC4C)o3)c3ccccc3n2)cc1OC (stereo unspecified)	0.2
Cc1ccc(C(=O)N/N=C2\CCc3ccccc32)c(C)c1	-0.93
Cc1nnn(C23CC4CC(CC(CC(=O)Nc5ccc(C)c(Cl)c5)(C4)C2)C3)n1	-1.6
Fc1ccc(NC(=S)Nc2ccc(Br)cc2)cc1	1.1
CCCCCC(=O)Nc1ccc(N2CCN(CC)CC2)c(Cl)c1	-0.72
COc1ccc(/C=C/C(=O)Nc2cc(C(F)(F)F)ccc2Cl)cc1OC	-0.27
CCOC(=O)N1CCC(NC(=O)c2cccnc2SC)CC1	-0.24
CCOc1cc(/C=N/NC(=O)CSc2nncn2C)ccc1OCc1ccccc1	0.58
COCCOC(=O)C1=C(C)NC(=O)NC1c1c(Cl)nc2ccccn2c1=O (stereo unspecified)	0.18
Cc1ccc(CNCC(O)(c2ccccc2)c2ccc(F)cc2)cc1 (stereo unspecified)	1.4
COc1ccc(C(=O)CCNc2ccc(C)c(Cl)c2)cc1	-1
COc1ccc(OC)c(C2C3=C(N=c4s/c(=C\c5cccc(O)c5)c(=O)n42)c2ccccc2CC3)c1 (stereo unspecified)	-1.9
Cc1cccc(-n2c(SCc3ccc(C#N)cc3)nnc2-c2c[nH]c3ccccc23)c1	-2.4
O=C(Nc1ccccc1)/C(=C/c1cccnc1)NC(=O)c1ccco1	0.11
O=C(CN1CCN(c2ccccc2)CC1)NC(=O)NCc1ccco1	1.1
COc1cccc(OCCNC(=O)c2ccccc2Sc2ccccc2C#N)c1	-0.97
COc1cccc(/C=C/C(=O)Nc2ccc(OC)nc2)c1	0.9

Fetched one by one from above (2):
SMILES	Pyk2 oligo antag
COc1ccc(Cn2c(O)c(C=Nc3ccc(C)cc3)c3ccccc3c2=O)cc1	-0.48
Cc1ccc(CNCC(O)(c2ccccc2)c2ccc(F)cc2)cc1 (stereo unspecified)	1.4

(listing goes on)
SMILES	Pyk2 oligo antag
CN(C)CCNC(=O)Nc1cccc(Cl)c1Cl	1
CCOc1ccccc1N1CCN(C(=O)CC(C)C)CC1	1.3
COc1ccccc1CNC(=O)C1CCN(S(=O)(=O)c2ccc3c(c2)OCCCO3)CC1	0.75
O=C(Nc1ccccc1)c1cc(Cl)nc2ccccc12	0.89
CCCN1Cc2cccc(C(=O)Nc3cc(OC)cc(OC)c3)c2C1=O	-0.62
CCN(CC)S(=O)(=O)N1CCC(C(=O)NCc2ccc3c(c2)OCO3)CC1	1.2
OCCN(CCO)Cc1csc2ccccc12	1.7
Cc1cccc(C)c1OCc1nnc(NC(=O)CSc2ccc(Cl)cc2)s1	2.3
COc1ccc2cnn(-c3ccccc3C)c(=O)c2c1OC	0.76
Cc1cccc(NC(=S)/N=C(\N)Nc2nc(C)c3cc(C)ccc3n2)c1	0.21
C/C(=N\Nc1cc(Cl)nc(C)n1)c1ccc(Cl)c(Cl)c1	-0.32
CC1c2nc3ccccc3n2C(CC(=O)NCc2ccccn2)C(=O)N1Cc1ccccc1 (stereo unspecified)	-0.47
N/C(=N\OC(=O)COc1ccccc1Cl)c1ccc(Cl)cc1	0.12
CC1CCN(CC(=O)NC(=O)NCc2ccccc2)CC1	0.97
O=c1c2ccccc2nc(COc2ccccc2)n1/N=C/c1cc([N+](=O)[O-])ccc1O	-1.1
O=c1c2ccccc2nc(SCc2ccc([N+](=O)[O-])cc2)n1CCCO	-1.1
CCNC(=S)N(Cc1cc2cc(C)cc(C)c2[nH]c1=O)C1CCCC1	-0.25
CCCCN1CNC(=S)N(c2ccccc2OCC)C1	0.52
COc1cccc(S(=O)(=O)NCC(=O)Nc2ccc(C(C)(C)C)cc2)c1	-0.41
COc1ccc(-c2nnc(SCC(=O)Nc3ncc(C(F)(F)F)cc3Cl)n2CC(C)C)cc1	-0.94
CC1CCN(c2nc3ccc(C(=O)O)cc3s2)CC1	1.1
Cc1nc2ccccc2n1CC(=O)N/N=C/c1cccs1	0.4
COc1cc(/C=N/NC(=O)/C(=C/c2ccccc2)CCO)ccc1O	-0.12
COc1ccc(NC(=S)Nc2cc(C)ccn2)c(OC)c1	0.4
CCn1nnnc1NCc1ccc(N2CCCC2)cc1	0.4
Cc1ccc(/C(N)=N/OC(=O)c2ccc(Cl)cc2Cl)cc1	0.72
COc1ccc(/C=C/C(=O)c2sc(-c3ccccc3)nc2C)cc1	0.49
CC(=O)N/C(=C\c1ccccc1)C(=O)OCC(=O)NC1CCCC1	0
Cc1cccc(-n2c(CNC(=O)c3ccc(S(=O)(=O)N(C)C)cc3)nnc2SCC(=O)Nc2ccc(F)cc2)c1	0.46
O=C1CC(NCc2ccco2)C(=O)N1CCc1ccccc1 (stereo unspecified)	0.81

Seven compounds out of the list, sorted by SMILES length, rising.
SMILES	Pyk2 oligo antag
OCCN(CCO)Cc1csc2ccccc12	1.7
CC1CCN(c2nc3ccc(C(=O)O)cc3s2)CC1	1.1
O=C1CC(NCc2ccco2)C(=O)N1CCc1ccccc1 (stereo unspecified)	0.81
N/C(=N\OC(=O)COc1ccccc1Cl)c1ccc(Cl)cc1	0.12
COc1ccc(/C=C/C(=O)c2sc(-c3ccccc3)nc2C)cc1	0.49
COc1cc(/C=N/NC(=O)/C(=C/c2ccccc2)CCO)ccc1O	-0.12
CCN(CC)S(=O)(=O)N1CCC(C(=O)NCc2ccc3c(c2)OCO3)CC1	1.2
